High-throughput results from PubChem.
NSD2 inh – inhibitors of human NSD2 methyltransferase; inhibition, % at 12.5 µM; AID 624260; O96028; NSD2-SET H3K36me1 DELFIA fluorescence, biochemical; 44,000 tested, 0.07% active; in the data active = inhibition above about 54%, passing the limit was not always enough; inconclusive = no clear call, values can overlap the other calls;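 note: inhibitors reduce the monomethyl H3K36 fluorescence signal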
Target sequence (O96028 whole entry, looked up): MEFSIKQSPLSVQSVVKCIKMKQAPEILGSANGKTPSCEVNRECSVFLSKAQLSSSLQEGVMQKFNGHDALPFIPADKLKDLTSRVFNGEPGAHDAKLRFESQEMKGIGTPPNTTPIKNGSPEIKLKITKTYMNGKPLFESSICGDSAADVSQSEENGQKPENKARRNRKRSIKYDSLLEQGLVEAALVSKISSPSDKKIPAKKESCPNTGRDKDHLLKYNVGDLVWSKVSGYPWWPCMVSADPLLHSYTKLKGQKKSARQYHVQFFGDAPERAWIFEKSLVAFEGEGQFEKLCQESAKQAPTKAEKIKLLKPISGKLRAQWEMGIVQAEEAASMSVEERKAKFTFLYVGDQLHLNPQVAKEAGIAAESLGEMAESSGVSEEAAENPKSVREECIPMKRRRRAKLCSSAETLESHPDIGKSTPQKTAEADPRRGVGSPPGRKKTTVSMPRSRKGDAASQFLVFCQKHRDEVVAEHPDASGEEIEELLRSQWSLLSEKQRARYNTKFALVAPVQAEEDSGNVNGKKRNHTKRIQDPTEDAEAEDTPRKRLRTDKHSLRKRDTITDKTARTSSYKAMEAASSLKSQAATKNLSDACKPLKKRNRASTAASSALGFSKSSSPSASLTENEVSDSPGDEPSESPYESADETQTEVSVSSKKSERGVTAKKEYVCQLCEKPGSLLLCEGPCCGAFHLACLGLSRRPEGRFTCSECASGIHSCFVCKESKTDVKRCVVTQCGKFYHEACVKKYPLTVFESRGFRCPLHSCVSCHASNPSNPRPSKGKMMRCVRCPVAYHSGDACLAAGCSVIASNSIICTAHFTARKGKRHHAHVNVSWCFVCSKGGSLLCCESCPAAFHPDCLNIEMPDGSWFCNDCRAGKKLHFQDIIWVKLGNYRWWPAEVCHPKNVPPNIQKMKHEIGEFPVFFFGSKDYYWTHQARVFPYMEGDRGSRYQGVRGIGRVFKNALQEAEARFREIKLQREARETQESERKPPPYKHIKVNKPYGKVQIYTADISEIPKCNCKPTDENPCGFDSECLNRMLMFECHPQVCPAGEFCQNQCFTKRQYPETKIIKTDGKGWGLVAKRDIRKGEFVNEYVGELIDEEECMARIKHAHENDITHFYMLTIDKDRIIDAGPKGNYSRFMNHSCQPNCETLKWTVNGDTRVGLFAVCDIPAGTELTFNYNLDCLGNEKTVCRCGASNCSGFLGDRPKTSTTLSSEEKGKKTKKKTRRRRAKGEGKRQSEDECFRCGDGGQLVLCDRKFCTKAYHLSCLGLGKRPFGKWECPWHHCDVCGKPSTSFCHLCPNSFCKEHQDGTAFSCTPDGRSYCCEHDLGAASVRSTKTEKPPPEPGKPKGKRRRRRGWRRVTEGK
* marks the source's active call; other numbers are inactive results; ? = inconclusive. Not all compounds are listed, so the mix of outcomes need not match the whole.

compound	NSD2 inh
COCCNC(=O)C[C@@H]1C[C@H]2c3cc(NC(=O)C4CCC4)ccc3O[C@H]2[C@H](CO)O1	1.2
CC(=O)N(C)C[C@H]1Oc2ncc(C#CC3(O)CCCC3)cc2C(=O)N([C@H](C)CO)C[C@H]1C	1.6
COc1ccc(S(=O)(=O)Nc2ccc3c(c2)C(=O)N([C@H](C)CO)C[C@H](C)[C@@H](CN(C)C(=O)c2ccccc2)OCCCC[C@H](C)O3)cc1	-4.5
C[C@@H]1CN([C@H](C)CO)C(=O)c2cc(N(C)C)ccc2O[C@@H](C)CCCCO[C@H]1CN(C)S(=O)(=O)c1cccs1	-29.6
C[C@@H]1CN([C@@H](C)CO)C(=O)CCCn2nncc2CO[C@@H]1CN(C)Cc1ccc(C(F)(F)F)cc1	0.1
C[C@H](CO)N1C[C@H](C)[C@@H](CN(C)Cc2ccc(C(=O)Nc3ccccc3N)cc2)Oc2c(NS(=O)(=O)c3cn(C)cn3)cccc2C1=O	-1.8
CC(C)CC#Cc1ccc2c(c1)O[C@H](CN(C)Cc1cccc(F)c1)[C@H](C)CN([C@H](C)CO)S2(=O)=O	-5.8
Cc1ccc(S(=O)(=O)N(C)C[C@@H]2Oc3ccc(NC(=O)Cc4ccccc4)cc3C(=O)N([C@@H](C)CO)C[C@@H]2C)cc1	6.2
C[C@@H]1CN([C@@H](C)CO)C(=O)Cc2cc(NC(=O)CCN3CCOCC3)ccc2O[C@@H]1CN(C)C(=O)NC1CCCCC1	4.6
COc1ccc(S(=O)(=O)Nc2ccc3c(c2)CC(=O)N([C@@H](C)CO)C[C@H](C)[C@@H](CN(C)C)O3)cc1	6.1
C[C@H]1CN([C@@H](C)CO)C(=O)Cc2cc(NS(=O)(=O)c3ccccc3)ccc2O[C@@H]1CN(C)C(=O)Nc1ccc2c(c1)OCO2	8.2
C[C@H]1CN([C@@H](C)CO)C(=O)CCCn2nncc2CO[C@@H]1CN(C)Cc1ccc(Cl)c(Cl)c1	4.7
CCCNC(=O)N(C)C[C@H]1Oc2cc(C#Cc3cccc(F)c3)ccc2S(=O)(=O)N([C@H](C)CO)C[C@H]1C	-4.9
[N-]=[N+]=NC[C@H](Cc1ccccc1)NC(=O)c1ccccc1	-4.7
C[C@@H]1CCCCO[C@H](CN(C)CC2CC2)[C@H](C)CN([C@H](C)CO)C(=O)c2cc(NC(=O)NC3CCCCC3)ccc2O1	?
COc1ccc(NC(=O)Nc2cccc3c2O[C@@H](CN(C)Cc2ccc4c(c2)OCO4)[C@@H](C)CN([C@H](C)CO)C3=O)cc1	-1.8
C[C@H]1CN([C@@H](C)CO)C(=O)c2cc(Br)cnc2O[C@@H]1CN(C)Cc1cccc(F)c1	6.4
C[C@@H]1CN([C@@H](C)CO)C(=O)c2cc(C#CC3CC3)cnc2O[C@@H]1CN(C)Cc1cccc(C(=O)O)c1	-9.7
C[C@@H]1CN([C@H](C)CO)C(=O)c2c(c3ccccc3n2C)-c2ccccc2CO[C@@H]1CN(C)C(=O)[C@H](Cc1ccccc1)N(C)C	-7.3
COc1ccc(S(=O)(=O)N(C)C[C@H]2Oc3ccc(NC(=O)NC(C)C)cc3C(=O)N([C@H](C)CO)C[C@H]2C)cc1	1.3
C[C@@H]1CN([C@@H](C)CO)C(=O)Cc2cc(NC(=O)Nc3ccc(F)cc3)ccc2O[C@H]1CN(C)Cc1ccccc1	-6.8
Cc1noc(C)c1NC(=O)N(C)C[C@@H]1Oc2ccc(NC(=O)NC3CCCCC3)cc2CC(=O)N([C@@H](C)CO)C[C@H]1C	-4.2
Cc1noc(C)c1NC(=O)N(C)C[C@H]1Oc2ccc(NC(=O)CCC(F)(F)F)cc2C(=O)N([C@H](C)CO)C[C@H]1C	2.3
COC(=O)C[C@@H]1C=C[C@H](NC(=O)Nc2ccc(C(F)(F)F)cc2)[C@H](CO)O1	1.5
C[C@H](CO)N1C[C@H](C)[C@H](CN(C)Cc2cccnc2)Oc2ncc(C#CCc3ccccc3)cc2C1=O	-15.1
C[C@@H]1CN([C@@H](C)CO)C(=O)Cc2cc(NC(=O)NC3CCCCC3)ccc2O[C@H]1CN(C)CC1CCCCC1	-6.2
C[C@@H]1CN([C@@H](C)CO)C(=O)CCCn2cc(nn2)CO[C@@H]1CN(C)C(=O)C1CCCCC1	1.5
C[C@@H]1CN([C@H](C)CO)C(=O)Cc2cc(NC(=O)CCN3CCOCC3)ccc2O[C@@H]1CN(C)Cc1ccncc1	-6.1
C[C@@H]1CN([C@@H](C)CO)C(=O)c2cccc(NS(=O)(=O)c3cn(C)cn3)c2O[C@@H]1CN(C)S(=O)(=O)c1cn(C)cn1	-3.0
CS(=O)(=O)Nc1ccc2c(c1)[C@@H]1C[C@@H](CC(=O)NCc3ccc(Oc4ccccc4)cc3)O[C@@H](CO)[C@@H]1O2	0.9
Cc1ccc(S(=O)(=O)Nc2ccc3c(c2)CC(=O)N([C@H](C)CO)C[C@@H](C)[C@H](CN(C)C(=O)Nc2ccc(C(F)(F)F)cc2)O3)cc1	-4.6
C[C@@H]1CN([C@@H](C)CO)S(=O)(=O)c2ccc(C#Cc3ccc(F)cc3)cc2O[C@H]1CN(C)C	7.7
C[C@@H]1CN([C@@H](C)CO)C(=O)c2cccc(NS(=O)(=O)c3cccs3)c2O[C@@H]1CN(C)Cc1ccc(-c2ccccc2)cc1	-6.1
C[C@H](CO)N1C[C@H](C)[C@H](CN(C)C)Oc2ccc(NC(=O)Nc3ccc(F)cc3)cc2CC1=O	-1.9
COc1ccc(S(=O)(=O)N(C)C[C@H]2Oc3ccc(NC(=O)NC(C)C)cc3CC(=O)N([C@H](C)CO)C[C@@H]2C)cc1	-0.3
CCCNC(=O)C[C@H]1C[C@H]2c3cc(NC(=O)C4CCC4)ccc3O[C@H]2[C@@H](CO)O1	2.9
C[C@@H]1CN([C@H](C)CO)C(=O)c2cccc(NC(=O)c3nc4ccccc4s3)c2O[C@H]1CN(C)CC1CCCCC1	3.7
O=C(C[C@@H]1C[C@@H]2c3cc(NC(=O)CC4CC4)ccc3O[C@@H]2[C@@H](CO)O1)NCc1cccnc1	19.3
Cc1noc(C)c1NC(=O)Nc1ccc2c(c1)CC(=O)N([C@H](C)CO)C[C@@H](C)[C@@H](CN(C)C(=O)Nc1ccc(C(F)(F)F)cc1)O2	2.5
C[C@H](CO)N1C[C@H](C)[C@@H](CN(C)Cc2ccc(C(=O)O)cc2)Oc2ccc(NC(=O)C3CCCCC3)cc2CC1=O	0.8
C[C@@H]1CCCCO[C@@H](CN(C)Cc2ccccc2)[C@H](C)CN([C@H](C)CO)C(=O)c2cc(NS(=O)(=O)c3ccccc3)ccc2O1	?
COc1ccccc1-c1ccc2c(c1)O[C@@H](CN(C)C(=O)Nc1cccc(F)c1)[C@@H](C)CN([C@@H](C)CO)S2(=O)=O	-5.3
C[C@@H]1CN([C@@H](C)CO)C(=O)c2cc(NC(=O)CCC(F)(F)F)ccc2O[C@@H](C)CCCCO[C@@H]1CN(C)S(=O)(=O)c1ccccc1	1.9
C[C@H](CO)N1C[C@H](C)[C@H](CN(C)C(=O)Nc2ccccc2)Oc2c(NC(=O)c3ccncc3)cccc2C1=O	-1.5
C[C@H]1CN([C@@H](C)CO)C(=O)c2cccc(NC(=O)C3CCCCC3)c2O[C@H]1CN(C)Cc1ccc(C(F)(F)F)cc1	-1.9
COc1cccc(C#Cc2cnc3c(c2)C(=O)N([C@H](C)CO)C[C@@H](C)[C@@H](CN(C)C)O3)c1	5.2
COc1ccc(-c2cc(=O)c3c(O)c(OC)c(O[C@@H]4O[C@H](CO)[C@@H](O)[C@H](O)[C@H]4O[C@@H]4O[C@@H](C)[C@H](O)[C@@H](O)[C@H]4O)cc3o2)cc1	-3.8
C[C@@H]1CN([C@@H](C)CO)C(=O)c2cc(C3=CCCC3)cnc2O[C@H]1CN(C)C	5.2
COc1ccccc1-c1ccc2c(c1)O[C@@H](CN(C)C)[C@H](C)CN([C@H](C)CO)S2(=O)=O	1.6
COC(=O)c1sccc1-c1ccc(-c2ccn(C(=O)c3ccc(Cl)cc3)n2)o1	-0.7

Another view of part of the listing above.
CC(=O)N(C)C[C@H]1Oc2ncc(C#CC3(O)CCCC3)cc2C(=O)N([C@H](C)CO)C[C@H]1C
  NSD2 inh: 1.6
COc1ccc(S(=O)(=O)Nc2ccc3c(c2)C(=O)N([C@H](C)CO)C[C@H](C)[C@@H](CN(C)C(=O)c2ccccc2)OCCCC[C@H](C)O3)cc1
  NSD2 inh: -4.5
C[C@@H]1CN([C@H](C)CO)C(=O)c2cc(N(C)C)ccc2O[C@@H](C)CCCCO[C@H]1CN(C)S(=O)(=O)c1cccs1
  NSD2 inh: -29.6
C[C@@H]1CN([C@@H](C)CO)C(=O)CCCn2nncc2CO[C@@H]1CN(C)Cc1ccc(C(F)(F)F)cc1
  NSD2 inh: 0.1

(cont.)
compound	NSD2 inh
Cc1noc(C)c1S(=O)(=O)Nc1ccc2c(c1)C(=O)N([C@H](C)CO)C[C@@H](C)[C@@H](CN(C)C(=O)Nc1ccccc1)O2	-30.0
C[C@H](CO)N1C[C@H](C)[C@@H](CN(C)S(=O)(=O)c2cn(C)cn2)Oc2ccc(NC(=O)CCN3CCOCC3)cc2C1=O	4.3
Cc1noc(C)c1S(=O)(=O)Nc1ccc2c(c1)C(=O)N([C@@H](C)CO)C[C@@H](C)[C@H](CN(C)S(=O)(=O)c1c(C)noc1C)OCCCC[C@H](C)O2	4.7
C[C@@H]1CN([C@H](C)CO)C(=O)c2cc(C#CC3CC3)cnc2O[C@H]1CN(C)C(=O)Cc1ccccn1	-7.9
C[C@H]1CN([C@@H](C)CO)C(=O)c2cc(Br)cnc2O[C@@H]1CN(C)C(=O)c1ccccn1	1.3
CC(C)COC(=O)N(C)C[C@@H]1OCc2cnnn2CCCC(=O)N([C@H](C)CO)C[C@@H]1C	-0.4
COc1ccc(CN(C)C[C@@H]2Oc3ccc(NC(=O)CCC(F)(F)F)cc3CC(=O)N([C@@H](C)CO)C[C@H]2C)cc1	-1.9
C[C@H](CO)N1C[C@H](C)[C@@H](CN(C)C(=O)Nc2ccc(F)cc2)Oc2c(NC(=O)C3CC3)cccc2C1=O	-6.7
COc1cccc(-c2ccc3c(c2)O[C@@H](CN(C)C(=O)C2CCOCC2)[C@@H](C)CN([C@@H](C)CO)S3(=O)=O)c1	-1.8
Cc1noc(C)c1NC(=O)N(C)C[C@H]1Oc2ccc(N(C)C)cc2C(=O)N([C@@H](C)CO)C[C@@H]1C	5.7
C[C@H](O)c1nc2ccccc2c(=O)[nH]1	-1.3
C[C@@H]1CCCCO[C@H](CN(C)S(C)(=O)=O)[C@@H](C)CN([C@@H](C)CO)C(=O)c2cc(NS(=O)(=O)c3cn(C)cn3)ccc2O1	2.4
C[C@@H]1CN([C@@H](C)CO)C(=O)c2cc(C#C[C@@H](C)O)cnc2O[C@H]1CN(C)C(=O)c1ccccc1F	25.5
COC(=O)C[C@H]1C[C@H]2c3cc(NC(=O)Nc4ccc(C(F)(F)F)cc4)ccc3O[C@H]2[C@H](CO)O1	17.2
COc1ccc(S(=O)(=O)N(C)C[C@@H]2Oc3ccc(NC(=O)CCN4CCOCC4)cc3CC(=O)N([C@H](C)CO)C[C@@H]2C)cc1	-2.4
O=C(C[C@@H]1C[C@@H]2c3cc(NC(=O)CC4CC4)ccc3O[C@@H]2[C@@H](CO)O1)NCc1ccccn1	-1.6
O=C(C[C@H]1C[C@H]2c3cc(NC(=O)Cc4ccncc4)ccc3O[C@H]2[C@@H](CO)O1)NCc1ccccc1	2.8
C[C@@H]1CCCCO[C@H](CN(C)Cc2ccc3c(c2)OCO3)[C@@H](C)CN([C@@H](C)CO)C(=O)c2cc(NC(=O)Nc3cccc4ccccc34)ccc2O1	9.1
COc1ccc(NC(=O)Nc2ccc3c(c2)C(=O)N([C@H](C)CO)C[C@H](C)[C@H](CN(C)C(=O)CCC(F)(F)F)OCCCC[C@H](C)O3)cc1	-12.6
C=C(C(=O)O)[C@@H]1CC[C@@]2(C)C=CC(=O)[C@@H](CCC3(O)C(=O)C=C[C@]4(C)CC[C@@H](C(=C)C(=O)O)C[C@@H]34)[C@@H]2C1 (some centres undefined)	3.2
COC(=O)[C@@]1(Cc2ccccc2CN=[N+]=[N-])N=C(c2ccc(OCCCO)cc2)O[C@H]1c1ccccc1N=[N+]=[N-]	-1.5
COc1ccc(S(=O)(=O)N(C)C[C@H]2Oc3ccc(N(C)C)cc3CC(=O)N([C@H](C)CO)C[C@H]2C)cc1	1.4
C[C@@H]1CCCCO[C@@H](CN(C)S(=O)(=O)c2ccc(Cl)cc2)[C@H](C)CN([C@@H](C)CO)C(=O)c2cc(NS(C)(=O)=O)ccc2O1	4.7
COc1ccc(NC(=O)N(C)C[C@@H]2Oc3ccc(NC(=O)Nc4c(C)noc4C)cc3C(=O)N([C@H](C)CO)C[C@@H]2C)cc1	2.9
Cc1ccc(S(=O)(=O)N(C)C[C@H]2Oc3ncc(C#CCC(C)C)cc3C(=O)N([C@@H](C)CO)C[C@H]2C)cc1	3.9
Cc1ccc(S(=O)(=O)Nc2ccc3c(c2)C(=O)N([C@H](C)CO)C[C@@H](C)[C@H](CN(C)S(=O)(=O)c2ccc(C)cc2)O3)cc1	-1.7
C[C@@H]1CCCCO[C@@H](CN(C)S(=O)(=O)c2cn(C)cn2)[C@H](C)CN([C@@H](C)CO)C(=O)c2cc(NS(=O)(=O)c3cn(C)cn3)ccc2O1	?
C[C@@H]1CN([C@@H](C)CO)S(=O)(=O)c2ccc(/C=C/c3ccccc3)cc2O[C@H]1CN(C)C(=O)NC1CCCC1	-0.6
C[C@H](CO)N1C[C@H](C)[C@@H](CN(C)S(=O)(=O)c2cn(C)cn2)Oc2c(NC(=O)C3CCCCC3)cccc2C1=O	-0.3
